GPR35 arrestin U2OS: GPR35 antagonists blocking zaprinast-driven arrestin recruitment, primary screen, imaging, U2OS, beta-arrestin-GFP, zaprinast agonist (AID 2058); U2OS GPR35 beta-arrestin-GFP translocation imaging, zaprinast antagonism; higher % means a stronger effect; one-dose inhibition, % at 10 µM; IC50 in µM for titrated hits; 0.052% of 290,000 active;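 active = inhibition of at least 50% with at least 30 cells and total cytoplasm GFP at most 10,000,000; inconclusive = under 30 cells or total GFP of 10,000,000 plus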
HIV fusion peptide: inhibitors of HIV fusion peptide binding, primary screen, biochemical, uHTS, fluorescence dequenching (AID 1986) | cell-free peptide binding, fluorescence dequenching, 30 min; higher % means a stronger effect | inhibition, % at 20 µM; hits with a dose series show IC50 in µM | 0.3% of 290,000 active; in the data active = inhibition mostly above about 52%, no sharp cut-off; inactive = mostly below about 76%; also: some results filed as inactive read as strong as hits
LYP phosphatase: inhibitors of LYP phosphatase, biochemical, fluorescence intensity, uHTS (AID 1779); recombinant LYP phosphatase, fluorescence intensity; higher % means a stronger effect; inhibition, % at 11.5 µM, or IC50 in µM where a hit was titrated; 0.054% of 290,000 active; in the data active = inhibition above about 50%;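 also: plate controls were vehicle with enzyme for no effect and no enzyme for full effect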
GPR55 antagonists: GPR55 antagonists blocking LPI-driven arrestin recruitment, primary screen, imaging, U2OS, beta-arrestin-GFP, LPI agonist (AID 2013) | U2OS GPR55 beta-arrestin-GFP translocation imaging, LPI antagonism; higher % means a stronger effect | inhibition, % at 10 µM, or IC50 in µM where a hit was titrated | 0.13% of 290,000 active;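 active = spots per cell inhibited over 60%, with over 100 cells counted and total cytoplasm intensity under 500,000; inconclusive = wells with under 100 cells, flagged as likely toxic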;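 also: U2OS cells stably carrying GPR55 and arrestin-GFP stimulated by 5 µM LPI near EC80; imaged beta-arrestin-GFP aggregate spots per cell after agonist stimulation; plate controls were LPI-stimulated DMSO wells for no effect and DMSO wells without LPI for full effect; some results filed as inactive read as strong as hits; confirmed hits need IC50 under 10 µM and bright autofluorescent wells are also inconclusive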
MgcRacGAP inhibition: MgcRacGAP GTPase-activating activity inhibitors, confirmation, biochemical, ADP Hunter fluorescence; inhibition, % at 30 µM, or IC50 in µM where a hit was titrated; 0.6% of 340,000 active; AID 624330; MgcRacGAP-stimulated Rac1 GTP hydrolysis, ADP Hunter fluorescence; higher % means a stronger effect; GST-tagged Rac1 F28L mutant substrate;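 active = first-screen hits whose inhibition reached a set limit at any dose in the follow-up dose series; inconclusive = inhibition above the set first-screen limit but never retested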;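 also: fluorescence reports GDP produced by GAP-driven GTP hydrolysis; strong numbers were not always called active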
NTR1 ag: NTR1-driven beta-arrestin-GFP spot formation – imaging, U2OS cells, high content, primary screen (AID 493036); agonist mode; 0.17% of 330,000 active; activation, % at 20 µM; P30989;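 active = activation at or above 40% of the spot to cytoplasm intensity ratio, with at least 20 cells analyzed; inconclusive = wells under 20 cells, flagged as cytotoxic or low count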;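 also: 0% = DMSO without peptide and 100% = 100 nM NTR1 peptide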
Target sequence (P30989 whole entry, looked up): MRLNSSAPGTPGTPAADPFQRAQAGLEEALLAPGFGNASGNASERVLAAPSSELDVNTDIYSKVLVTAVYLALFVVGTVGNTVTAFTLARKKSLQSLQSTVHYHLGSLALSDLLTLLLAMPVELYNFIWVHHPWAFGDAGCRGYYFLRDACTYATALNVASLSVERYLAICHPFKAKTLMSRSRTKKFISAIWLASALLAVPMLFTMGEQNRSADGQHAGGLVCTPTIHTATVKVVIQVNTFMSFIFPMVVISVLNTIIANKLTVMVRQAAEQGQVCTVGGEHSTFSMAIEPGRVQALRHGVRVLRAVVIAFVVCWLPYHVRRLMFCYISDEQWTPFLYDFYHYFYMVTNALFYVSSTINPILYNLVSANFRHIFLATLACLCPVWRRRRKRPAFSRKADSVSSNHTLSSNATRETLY
Myeloid diff MLP: myeloid differentiation induction | AID 624256 | calls only at 10 µM | 1% of 360,000 active | ER-HoxA9 myeloid progenitors, lysozyme-GFP differentiation, flow cytometry;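 active = normalized GFP-positive differentiation at or above the plate's own cutoff, the solvent-only control mean plus 3 SD; inconclusive = no clear call, values can overlap the other calls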;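 also: cells exposed to compound for four days before flow analysis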
PhoP inhibition: inhibitors of PhoP regulon expression, primary screen, Salmonella Typhimurium, GFP reporter (AID 1863). 0.16% of 300,000 active. S. Typhimurium PhoP-regulated promoter GFP reporter, 4 h; higher % means a stronger effect. inhibition, % at 50 µM; hits with a dose series show IC50 in µM;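 active = inhibition over 29.93%, a cutoff 3 SD above the screen mean, later confirmed by dose response; inconclusive = inhibition over 29.93% but no dose response follow-up; inactive = inhibition at most 29.93% or unconfirmed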;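 also: 0% = low Mg2+ inducing control and 100% = high Mg2+ repressing control; strong numbers were not always called active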
Siah-1 displacement: blockers of Siah-1 interaction with plectin peptide – biochemical, fluorescence polarization, rhodamine-plectin, uHTS, primary screen (AID 1817). Siah-1 / rhodamine-plectin peptide fluorescence polarization; higher % means a stronger effect. displacement, % at 20 µM; hits with a dose series show IC50 in µM. 0.02% of 290,000 active;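 active = displacement of at least 50% at 20 µM, with a fluorescence ratio check between 0.3 and a set limit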;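 also: plate controls were Siah plus tracer with DMSO for no effect and tracer alone without Siah for full effect; strong numbers were not always called active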
NTR1 ag cell count 20 µM: further read-out of NTR1 ag, marked with its call; cell count; measured here: cell count, cytotoxicity flag
Myeloid diff MLP GFP+ MAC1+ %: further read-out of Myeloid diff MLP, marked with its call; GFP+ MAC1+ double positive, %; measured here: differentiation confirmed by MAC1 staining
* hit, by the source's call; i = inactive; ? = inconclusive; / = no result given.

SMILES	GPR35 arrestin U2OS	HIV fusion peptide	LYP phosphatase	GPR55 antagonists	MgcRacGAP inhibition	NTR1 ag	NTR1 ag cell count 20 µM	Myeloid diff MLP	Myeloid diff MLP GFP+ MAC1+ %	PhoP inhibition	Siah-1 displacement
CCCCOC(=O)c1ccc(NC(=O)c2cnc3n(c2=O)CCS3)cc1	-11%	1.9%	0%	0%	5%	5.0	64	i	1.5	-8%	4%
O=C(NCCCN1CCOCC1)c1c(O)c2ccccc2[nH]c1=O	1%	0.4%	-3%	22%	8%	-1.4	94	i	1.5	13%	3%
O=C(CSc1nc(-c2ccc(F)cc2)cc(C(F)(F)F)n1)NCc1ccco1	12%	-1.9%	-2%	6%	6%	2.3	62	i	0.4	0%	-3%
CNC(=O)N(O)C1N(/N=C/c2ccccc2OC)C(=S)SC1(C)C (centres undefined)	3%	-0.8%	-6%	8%	3%	0.8	39	/	/	19%	0%
Cc1cccc(NC(=S)NCC(c2cccnc2)N(C)C)c1C (centres undefined)	8%	-1.9%	-2%	1%	8%	1.8	43	i	0.9	-7%	-5%
Cc1[nH]c2ccccc2c1CN1CCc2ccccc2C1	20%	0.8%	0%	2%	17%	0.3	37	i	5.6	17%	3%
COc1ccccc1N1CCN(Cc2cc(Br)c(O)c3ncccc23)CC1	3%	1.3%	-6%	-2%	4%	4.9	48	?	/	-5%	-6%
Cc1cc(Br)ccc1OCCCCN1CCCCC1	-1%	0.2%	-8%	8%	31%	-2.9	93	i	0.1	4%	2%
CCOC(=O)Cn1c(=O)cc(C)c2ccccc21	-5%	-0.2%	-7%	-9%	-3%	2.7	29	i	0.9	-11%	2%
CS(=O)(=O)c1ccc(Cl)c(NC(=O)CCl)c1	-15%	-1.0%	-6%	12%	7%	0.7	45	i	0.8	-9%	-2%
CNC(=O)c1ccc(C)c(NC(=O)C2=C(C)OCCS2)c1	-3%	0.4%	-9%	-10%	-2%	1.3	69	i	0.4	-10%	1%
O=C(O)c1cccnc1Sc1ccccc1Cl	-11%	6.4%	-3%	-3%	12%	0.8	66	i	0.2	-6%	-3%
CCCCn1c(SCC(=O)Nc2cc(C)on2)nc2ccccc2c1=O	8%	-0.4%	0%	9%	-3%	-0.8	58	i	2.5	0%	-1%
O=C(Nc1nnc(S(=O)(=O)N2CCCCC2)s1)c1ccccc1Br	-8%	1.8%	-2%	3%	16%	-0.2	42	i	3.2	/	1%
O=C(CSc1ccc(-c2cccnc2)nn1)Nc1ccc(F)c(F)c1	6%	-1.3%	-9%	9%	5%	-0.1	76	i	1.0	-3%	-1%
CCCCN(CC(=O)NCc1ccc(Cl)cc1)S(=O)(=O)c1ccc2c(c1)OCCO2	11%	0.7%	-4%	17%	3%	0.5	66	i	0.3	1%	-1%
COc1ccc(-c2csc(Nc3cccc(C)n3)n2)cc1C	10%	1.1%	3%	14%	/	/	/	i	0.7	-4%	3%
CN1C(=O)/C(=C/c2ccc(OC(=O)c3ccco3)cc2)SC1=S	-4%	1.7%	-7%	-18%	13%	2.5	40	i	2.7	3%	-4%
O=C1Nc2ncccc2OC1CCO (centres undefined)	8%	-0.2%	-9%	8%	6%	3.4	45	i	0.6	-7%	3%
COc1ccc(NC(=O)CSc2nnc(NC(=O)c3ccco3)s2)cc1	-10%	0.5%	-4%	9%	11%	2.3	37	i	0.4	-12%	-2%
Cc1csc(SCC(=O)Nc2cc(S(=O)(=O)N3CCOCC3)ccc2N2CCOCC2)n1	2%	0.2%	-7%	-4%	4%	2.2	65	i	0.1	/	1%
CC1(C)CC(=O)C2=C(C1)N(Cc1ccco1)C(=O)C2(O)C(F)(F)F (centres undefined)	-1%	0.3%	-4%	-1%	-3%	-0.1	81	i	1.0	10%	-2%
NNC(=O)CSc1c(-c2ccccc2)c2cc(Cl)ccc2[nH]c1=O	5%	-2.1%	0%	2%	10%	-0.8	97	/	/	8%	-2%
Cc1ccccc1NC(=O)CN1C(=O)N/C(=C\c2ccc(N3CCOCC3)c(F)c2)C1=O	-9%	1.7%	-4%	1%	0%	-0.5	43	i	0.2	-2%	-1%
COc1cc(C(C(=O)NC(C)(C)C)N(Cc2ccccc2)C(=O)c2cnccn2)cc(OC)c1OC (centres undefined)	13%	-2.5%	-6%	-7%	6%	4.4	51	i	1.7	-7%	-1%
COc1cc(C(=O)NCc2ccccn2)ccc1OCc1c(C)noc1C	11%	-0.4%	-9%	-6%	4%	0.8	60	i	1.0	9%	-5%
O=C(COC(=O)c1ccc(S(=O)(=O)NCc2ccco2)cc1)NCCC1=CCCCC1	5%	4.5%	-9%	-4%	9%	2.7	75	i	0.7	-4%	-5%
CC1=Nc2ccccc2N=C(NC(=O)c2ccccc2)C1c1ccccc1 (centres undefined)	1%	2.5%	8%	4%	6%	0.4	43	i	0.7	-3%	3%
CCN(CC(=O)Nc1c(F)cccc1F)C(=O)CCN1C(=O)C2CCCCC2C1=O (centres undefined)	/	/	/	/	-2%	-0.8	66	i	0.7	-7%	/
COc1ccc(NC(=O)CCNC(=O)Cn2cnc3ccccc3c2=O)cc1OC	3%	-0.3%	-10%	-10%	3%	-0.5	40	i	0.9	-2%	-1%
Cc1ccc(S(=O)(=O)NCCOCCNS(=O)(=O)c2ccc(C)cc2)cc1	-3%	0.2%	-7%	-1%	4%	0.2	80	i	1.7	1%	-2%
O=C(Cc1ccccc1)N/N=C/c1cccn1-c1ccc([N+](=O)[O-])cc1	-6%	19%	8%	-7%	5%	0.8	75	i	0.2	22%	-1%
CC(=O)Nc1ccc(NC(=O)c2nccnc2C(=O)O)cn1	6%	3.8%	1%	-4%	2%	1.5	75	i	0.3	-3%	3%
S=C(NCc1cccc(Cl)c1)NCc1ccco1	2%	1.4%	-8%	4%	15%	0.6	55	i	9.6	1%	7%
O=C1Nc2ccc(F)cc2C12SCCS2	1%	-2.3%	-3%	14%	9%	-0.3	62	i	5.0	17%	4%
COc1ccc(Cn2nnnc2C(CC(C)C)N2CCC(C(N)=O)CC2)cc1 (centres undefined)	15%	0.4%	-8%	8%	-6%	-0.8	38	i	0.2	-1%	9%
Cc1ccc(-c2nnc(Nc3ccc(C(=O)N(C)C)cc3)c3ccccc23)cc1S(=O)(=O)NCC1CCCO1 (centres undefined)	-7%	1.2%	2%	4%	-2%	1.4	37	i	0.8	-16%	-3%
CC(C)Cn1[nH]c2c3c(ccc2c1=O)C(=O)c1ccccc1C3=O	15%	-5.8%	-2%	14%	17%	-2.4	43	i	1.1	-4%	-6%
CCc1cc2c(NCC3CCCO3)ncnc2s1 (centres undefined)	14%	-1.9%	-6%	13%	5%	0.0	75	i	0.6	2%	2%
Cc1cc(OCC(=O)N2CCCCCC2)ccc1[N+](=O)[O-]	-7%	-0.2%	-4%	12%	9%	-1.8	73	i	0.8	4%	3%
Cc1cnc(C(=O)Nc2nnc(SCc3c(Cl)cccc3Cl)s2)cn1	8%	-0.9%	0%	9%	-7%	-0.3	47	i	0.6	-11%	16%
COC(=O)c1cc(-c2c(C)oc3cc(OC(C)C)ccc3c2=O)c(C)o1	9%	0.9%	2%	11%	-8%	0.3	48	i	3.8	-7%	2%
Cc1ccc(N2C(=O)C3C4C=CC(CNC(=S)Nc5ccc(F)cc5)(O4)C3C2=O)cc1 (centres undefined)	-5%	4.3%	-3%	-19%	2%	2.4	45	i	0.9	-6%	-4%
CCN1CCN(C(=O)Nc2ccc(OC)cc2OC)CC1	16%	-2.8%	-6%	14%	16%	0.0	78	i	0.0	5%	0%
COc1ccc(CNC(=O)c2ccc(Cl)c(NC3=NC4CS(=O)(=O)CC4S3)c2)cc1 (centres undefined)	-9%	-0.4%	-14%	-5%	-5%	-1.2	104	i	2.9	/	2%
Cc1cccnc1NC(=O)C12CCC(C)(C(=O)O1)C2(C)C (centres undefined)	3%	-1.8%	0%	-8%	3%	-0.5	71	i	0.7	-11%	6%
Cc1ccc2c(C(=O)CN3CCC(C(N)=O)CC3)c(C)[nH]c2c1	-7%	-1.8%	-6%	-8%	5%	-1.7	86	i	0.6	/	0%
Cc1nc2nc(SCC(=O)NCc3ccco3)nn2c(C)c1Cc1c(F)cccc1Cl	-3%	1.1%	-11%	1%	7%	2.0	82	i	1.3	-2%	1%
CC1CCCN(C(=O)CCS(=O)(=O)c2ccc3c(c2)NC(=O)C(C)S3)C1 (centres undefined)	-3%	-0.6%	-12%	-9%	10%	-1.1	57	i	5.7	13%	-1%
CCOc1ccc(-n2c(C)cc(/C=N/N(C)C)c2C)cc1	5%	-1.8%	-2%	-3%	-8%	0.4	35	i	0.1	-6%	1%
Cc1cccc(-c2cc(N)n(-c3ccccc3)n2)c1	5%	0.3%	-3%	0%	-9%	/	/	i	0.6	-5%	4%
COc1ccccc1NC(=S)NC(=O)c1ccc(-c2ccc(Cl)cc2)o1	-2%	0.1%	-4%	1%	13%	9.6	57	i	2.8	6%	1%
CCOC(=O)/C(=N\Nc1cc(C(F)(F)F)ccc1Cl)N(CC)CC	9%	-3.4%	-2%	15%	5%	4.4	49	i	1.1	8%	6%
Cc1ccc(CNc2ccc3c(c2)ncn3C(C)C)cc1	-8%	-1.6%	-6%	7%	16%	1.3	49	i	0.8	0%	19%
COc1ccc2cc(C(=O)N(C)Cc3ccccc3)[nH]c2c1	4%	-0.5%	-3%	6%	4%	-1.7	97	i	1.2	3%	3%
Cc1ccc(-c2nc(CS(=O)CC(=O)NCc3ccc(F)cc3)c(C)o2)cc1 (centres undefined)	-11%	3.7%	-6%	-3%	-4%	-0.8	52	i	4.2	-6%	-1%

High-throughput results from PubChem BioAssay.
